Pol beta inh: qHTS Assay for Inhibitors of DNA Polymerase Beta. Potency, µM (top dose mostly 114 µM), inactives show top-dose activity change, negative = inhibition, hits mostly inhibitors. P06746. AID 485314, 2010. Pol beta primer extension/strand displacement, fluorescence kinetic. 340,000 compounds, 1.3% hits; note: potency is the fitted concentration of half-maximal effect; % is set by controls: 0 for no effect and ±100 for the full control effect
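Values derive from four-parameter Hill fits of normalized kinetic data: reads at 0 and 10 min following addition of 50 nM substrate to 10 nM Pol beta preincubated 15 min with compound.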
ERG-DNA inh: qHTS for Small Molecule Inhibitors of the ERG Ets/DNA interaction | Transcriptional regulator ERG (Homo sapiens), P11308 | 370,000 compounds, 0.028% hits | Potency, µM (titrated, usually from 76.9 µM), for inactives: at the top dose FP activity, negative = inhibition, usual class: inhibitors | fluorescence polarization, His-ERG Ets domain / labelled DNA; active = well fitted inhibition curve with a large enough effect in the polarisation, with a control signal flat; inconclusive = small, poorly fitted or top-dose-only effect, or effect the other way, or a change in a side signal; inactive = no such curve, though single readings can be large or run the other way; the % refers to the polarisation;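 note: polarization taken with two DNA probes labelled with fluorescein and Texas red; potency is the fitted concentration of half-maximal effect; % of control where 0% means no effect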
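His-tagged ERG Ets domain (1 uM in the protein solution; 300mM KCl, 50mM Tris-HCl, 1mM EDTA, 1mM DTT, pH 7.5) received compound, then a probe mix of 5 nM fluorescein-DNA and 100nM Texas-615-DNA. Fluorescence polarization was read for both dyes.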
Pol kappa inh: qHTS for Inhibitors of Polymerase Kappa | DNA polymerase kappa (Homo sapiens), Q9UBT6 | purified Pol kappa, fluorescent DNA synthesis assay, 10 min | Potency, µM (top dose mostly 107 µM), for the others: top-dose activity, negative = inhibition, usual class: inhibitors | 400,000 compounds, 0.53% hits | AID 588579, 2011; note: potency is the fitted concentration of half-maximal effect; % is set by controls: 0 for no effect and ±100 for the full control effect
Target sequence (Q9UBT6 whole entry, looked up): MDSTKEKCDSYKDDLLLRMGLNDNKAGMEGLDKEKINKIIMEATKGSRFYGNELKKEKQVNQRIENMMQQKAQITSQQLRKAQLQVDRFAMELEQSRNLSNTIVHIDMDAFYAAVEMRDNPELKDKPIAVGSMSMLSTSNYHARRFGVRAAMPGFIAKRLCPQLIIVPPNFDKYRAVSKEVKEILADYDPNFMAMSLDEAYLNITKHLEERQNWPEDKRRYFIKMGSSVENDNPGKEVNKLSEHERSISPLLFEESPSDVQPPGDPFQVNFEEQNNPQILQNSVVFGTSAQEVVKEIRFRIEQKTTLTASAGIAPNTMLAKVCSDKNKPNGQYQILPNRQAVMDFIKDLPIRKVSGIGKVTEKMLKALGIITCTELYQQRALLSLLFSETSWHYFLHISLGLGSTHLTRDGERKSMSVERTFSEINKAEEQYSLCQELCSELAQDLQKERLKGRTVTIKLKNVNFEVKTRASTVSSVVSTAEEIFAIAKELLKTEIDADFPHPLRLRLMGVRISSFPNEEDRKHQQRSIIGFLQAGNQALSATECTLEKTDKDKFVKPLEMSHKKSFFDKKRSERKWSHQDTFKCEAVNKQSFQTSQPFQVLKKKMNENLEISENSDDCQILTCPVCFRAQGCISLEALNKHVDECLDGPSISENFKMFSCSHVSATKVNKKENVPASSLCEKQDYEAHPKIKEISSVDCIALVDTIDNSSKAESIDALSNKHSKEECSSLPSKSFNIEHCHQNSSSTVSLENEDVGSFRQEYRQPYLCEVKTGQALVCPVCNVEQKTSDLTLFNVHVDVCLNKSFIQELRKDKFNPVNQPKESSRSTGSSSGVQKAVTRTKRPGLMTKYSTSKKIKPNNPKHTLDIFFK
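Pol kappa 10 nM + cpd, 15 min RT; start w/ substrate 50 nM final; fluorescence kinetic read, 0 and 10 min. Neg ctrl: buffer, no enzyme.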
Pol eta inh: qHTS for Inhibitors of Polymerase Eta | 390,000 compounds, 1.2% hits | DNA polymerase eta (Homo sapiens), Q9Y253 | recombinant Pol eta, fluorescent DNA replication assay | Potency, µM (titrated, usually from 114 µM), inactives show top-dose activity change, negative = inhibition, most hits filed as inhibitors; note: potency is the fitted concentration of half-maximal effect; % is set by controls: 0 for no effect and ±100 for the full control effect
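Pol eta (10 nM) was preincubated with compounds for 15 min at room temperature, after which fluorescent replication substrate (50 nM final) was added to start the reaction. Fluorescence was read kinetically at 0 and 10 min.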
Anesthetic bind: qHTS Assay for Identification of Novel General Anesthetics | Ferritin light chain (Equus caballus), P02791 | apoferritin/1-aminoanthracene competitive binding, fluorescence | Potency, µM (titrated, usually from 77.5 µM), for the others: at the highest dose activity change, negative = displacement, usual class: inhibitors | 350,000 compounds, 0.074% hits; note: potency is the fitted concentration of half-maximal effect; % is set by controls: 0 for no effect and ±100 for the full control effect; nearly all actives have a fitted effect of over 20% in size
Target sequence (P02791 2-175 limits assumed): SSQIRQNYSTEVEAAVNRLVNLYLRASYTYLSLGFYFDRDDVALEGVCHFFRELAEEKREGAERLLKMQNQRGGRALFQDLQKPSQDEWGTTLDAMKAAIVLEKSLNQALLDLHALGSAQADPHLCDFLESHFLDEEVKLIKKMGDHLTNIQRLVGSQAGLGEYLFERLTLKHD
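Read-out: endpoint 1-AMA fluorescence, excitation 380 nm and emission 535 nm, after compounds sit 10 min at room temperature with 10 uM horse-spleen apoferritin in 50% saturated 1-AMA/PBS. Values come from four-parameter Hill fits.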
LDHA block: qHTS assay for inhibitors of human lactate dehydrogenase; purified LDHA, NADH/diaphorase-resazurin fluorescence; stronger effect = lower value; activity change, % (values are at about 110 or 230 µM); 480,000 compounds, 0.15% hits; L-lactate dehydrogenase A chain (Homo sapiens), P00338; AID 1347041, 2019; in the data active = activity change below about -30%; inconclusive = mostly about -25% to -30%;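 note: plate controls were DMSO wells for no effect and wells without enzyme for full effect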
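LDH5 2 nM; NADH 0.06 mM, pyruvate 0.2 mM; 200 mM Tris pH 7.4, EDTA, Tween-20; 5 min RT. Detection: diaphorase 0.133 mg/mL + resazurin 37 µM, fluorescence ex540/em590 at 0 and 20 min; normalized to enzyme-free and DMSO wells.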
12-LOX inh: Primary qHTS assay for inhibitors of human arachidonate 12S-lipoxygenase (ALOX12): Round 2. purified 12hLO, xylenol orange hydroperoxide absorbance. Potency, µM (doses to about 108 µM), for inactives: at the top dose activity change, negative = inhibition, usual class: inhibitors. 580,000 compounds, 1.1% hits. Polyunsaturated fatty acid lipoxygenase ALOX12 (Homo sapiens), P18054; note: potency is the fitted concentration of half-maximal effect; % is set by controls: 0 for no effect and ±100 for the full control effect
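Purified human 12hLO (150 nM final) in 25 mM Hepes, 0.01% Triton X-100, pH 7.0 was preincubated 15 min at room temperature with compound. Then 40 uM arachidonic acid was added, 30 min. Hydroperoxide was read by Fe-XO absorbance ratio 573/405 nm.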
RGS4 inhibitor: Inhibitors of Regulator of G Protein Signaling (RGS) 4: qHTS; 390,000 compounds, 0.039% hits; Potency, µM (highest dose often 114 µM), for the others: at the highest dose activity change, negative = inhibition, actives largely listed as inhibitors; Transcreener GDP fluorescence polarization, RGS4-accelerated GTP hydrolysis; AID 504845, 2011; Regulator of G-protein signaling 4 (Homo sapiens), P49798; note: potency is the fitted concentration of half-maximal effect; % is set by controls: 0 for no effect and ±100 for the full control effect; nearly all actives have a fitted effect of over 75% in size; some results filed as inactive show a strong effect at the top dose
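MLSMR compounds (23 nl, pin-transferred) preincubated 10 min at room temperature with a 500nM (2x) first reagent, then RGS4 at 900nM (2x) plus Transcreener GDP mix added; fluorescence polarization (620/688 nm) read before and after 90 min at 30 °C.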
APE1 inh: qHTS Assay for Inhibitors of the Human Apurinic/apyrimidinic Endonuclease 1 (APE1); DNA repair nuclease/redox regulator APEX1 (Homo sapiens), P27695; recombinant APE1, TAMRA/BHQ-2 abasic DNA cleavage fluorescence; Potency, µM (doses to about 65.8 µM), for the others: top-dose activity change, negative = inhibition, actives largely listed as inhibitors; 350,000 compounds, 0.35% hits; AID 2517, 2012;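 note: potency is the fitted concentration of half-maximal effect; plate controls were vehicle for no effect and reference inhibitor for full effect; nearly all actives have a fitted effect of over 55% in size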
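APE1 at 0.75 nM final was preincubated with compound 15 min at room temperature, then 50 nM double-stranded THF abasic-site substrate (5'-TAMRA/3'-BHQ-2) was added. Fluorescence (ex 525/em 598 nm) was read kinetically; third-minus-first read gave activity.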
* marks the source's active call; other numbers are inactive results; ? = inconclusive; / = no result given; & = joins results of further samples; [ ] = another dose, or the depositor's remark. Unless noted, calls come from the whole dose curve; as a rule, active = well fitted curve in the direction sought with a large enough effect; inconclusive = small, poorly fitted or top-dose-only effect, or another doubt; inactive = no such curve, though single readings can be large; an effect the other way counts as inactive or inconclusive.

| canonical_smiles | Pol beta inh | ERG-DNA inh | Pol kappa inh | Pol eta inh | Anesthetic bind | LDHA block | 12-LOX inh | RGS4 inhibitor | APE1 inh |
| --- | --- | --- | --- | --- | --- | --- | --- | --- | --- |
| CCNC(=O)NC(=O)COC(=O)CCCSc1nc2ccccc2[nH]1 | 8% | 0% | -13% | -4% | -7% | 0 | ? | -8% | -1% |
| CCOC(CCn1c(SCc2cccc([N+](=O)[O-])c2)nc2ccccc2c1=O)OCC | 17% | -9% | -1% | -16% | -13% | 1 | -17% | 1% | 3% |
| CCC(NC(=S)NC1CCCCC1)c1ccccc1 (centres undefined) | 9% | / | / | / | -12% | / | ? | / | 26% |
| NC(=O)C1CCN(C(=S)c2ccc(-c3ccc(Br)cc3)o2)CC1 | -9% | -8% | 0% | ? | -4% | -3 | -9% | ? | 6%&8% |
| CCCSc1nc2sc3c(c2c(=O)[nH]1)CC(C)(CC)OC3 (centres undefined) | 5% | 10% | -1% | -7% | -3% | -4 | ? | -15%[56.9 µM] | -12% |
| Cc1ccc(NC(=O)c2cc(S(=O)(=O)NCCC3=CCCCC3)ccc2F)cc1C | 8% | 9% | -13%[60.1 µM] | -23% | ? | -3 | ? | 4% | / |
| O=C(C[n+]1ccccc1)Nc1ccccc1 | / | -1% | -4% | -4% | / | -9 | 0% | 40% | / |
| CCN(CC)CCNC(=O)CS(=O)Cc1nc(-c2ccc(Cl)cc2)oc1C (centres undefined) | 32% | -5% | -12% | -14% | -12% | -11 | -27% | 4% | -3% |
| Cc1cc2cc(CN(C(=O)C3CC3)C3CCCC3)c3nnnn3c2cc1C | 20% | -13% | 0% | 7% | -4% | -6 | 0% | 6% | 3% |
| COc1ccc(N2CCN(C(c3cc4cc(C)ccc4[nH]c3=O)c3nnnn3Cc3ccccc3)CC2)cc1 (centres undefined) | ? | 1% | -22% | -6% | -2% | 8 | -20% | -33% | -6% |
| O=C(NC1CCCc2ccccc21)c1ccc2c(c1)sc1nc(-c3ccc(F)cc3)cn12 (centres undefined) | -2% | -5% | 2% | 23% | -8% | -3 | -17% | 2% | / |
| O=C(O)c1ccc(OC(F)(F)C(F)C(F)(F)F)cc1 (centres undefined) | 5% | -9% | 12% | 12% | -13% | 0 | -3% | -5% | 0% |
| O=C(NCc1ccccn1)[C@@H]1C[C@H]1[C@@H](NP(=O)(c1ccccc1)c1ccccc1)c1ccccc1 | 32% | -9% | 13% | -9% | -5%&-11% | 4 | 21% | -6% | -11%&0% |
| CCCn1nc(C(=O)Nc2nc3ccccc3[nH]2)c2ccccc2c1=O | 30% | 7% | -16% | -1% | -11% | 3&-5 | 8%&-29% | -2% | -3% |
| c1ccc(-c2cc3c(N4CCN(c5ncccn5)CC4)ncnc3s2)cc1 | -1% | -6% | -3% | -7% | -6% | -10 | -13% | 10% | -3% |
| COC(=O)C1CN(C(=O)C(C)Oc2ccc(F)cc2)c2ccccc2O1 (centres undefined) | 37% | -6% | -3% | -16% | 8% | -2 | 5% | -9% | 22% |
| CCN(CC)c1ccc(NS(=O)(=O)c2cc(-c3cc(C)no3)ccc2C)c(C)c1 | 7% | 0% | -9% | -12% | -16% | 31 | ? | -21% | / |
| O=[N+]([O-])c1ccc(Sc2nnnn2-c2ccccc2)c(Cl)c1 | 2% | -1% | -7% | -4% | ? | 0 | 19% | -2% | 2% |
| Cc1ccc(S(=O)(=O)/N=C(\N)Nc2nc(C)c3ccccc3n2)cc1 | -11% | / | -4% | ? | -16% | -8 | 0% | -20% | 0% |
| Cc1ccc(C(=O)Nc2ccc(OCc3cc(=O)n4c5c(sc4n3)CCCC5)cc2)cc1 | 2% | -1% | -1% | -11% | 0% | 1 | -19% | -7% | / |
| N/C(=N/O)c1nc(N2CCCC2)nc(N2CCCC2)n1 | / | 0% | -4% | -11% | / | 6 | -25% | -13% | 1% |
| CCCCc1nnc(NC(=O)CSc2nc(=O)cc(N)n2-c2cccc(C)c2)s1 | 3% | 3% | -11% | -10% | -15% | -8 | 17% | 15% | 3% |
| COc1ccc(C2CC(=O)c3cc(-c4nc(-c5cccc(Cl)c5)cs4)c(=O)[nH]c3C2)cc1OC (centres undefined) | -14% | 4% | 14% | -13% | -2% | -1 | -18% | -13% | / |
| Cc1ccc(Oc2ncccc2C(=O)NCC(=O)O)cc1 | 1% | 23% | -1% | -2% | -2% | -9 | ? | -13% | -1% |
| CC(C)CN(C(=O)COC(=O)c1ccc(-c2ccccc2)cc1)C1CCS(=O)(=O)C1 (centres undefined) | ? | 3% | 2% | -1% | -1% | -10 | 5% | 16% | -8% |
| CC1(C)c2ssc(=S)c2-c2ccccc2N1C(=O)c1ccco1 | 1% | 2% | 0% | 5% | ? | -9 | 0% | -65%[56.9 µM] | 6% |
| COC(=O)c1c(NC(=O)C2CCCCC2)sc2c1CCN(C(C)C)C2 | -2% | 11% | -8% | -9% | -19% | -2 | 0% | 5% | 13% |
| O=C(CSc1nc2ccccc2[nH]1)Nc1ccc(F)c(F)c1 | 8% | / | -6% | -3% | -19% | 4 | -10% | 16% | 0% |
| Cc1cn2c(=O)cc(COC(=O)c3cccc(NC(=O)C(C)Oc4ccccc4)c3)nc2s1 (centres undefined) | 20% | -7% | -4%[60.1 µM] | -16% | -11% | -23 | -31% | 7% | / |
| CCc1sc(C(=O)NC(C)C2CCCO2)cc1Br (centres undefined) | 6% | 13% | -1% | 3% | -24% | -7 | ? | 14% | 8% |
| O=C(Cc1ccccc1)Nc1ccc(NC(=O)c2ccco2)nc1 | -15% | 3% | -13% | 4% | -7% | 1 | -6% | 38% | -1% |
| Cc1ccccc1OCC(=O)Nc1ccccc1CO | 20% | -13% | -5% | -9% | -16% | 0 | 3% | 4% | 1% |
| O=C(CN1C(=O)NC2NC(=O)NC21)NN=C1CCCC1 (centres undefined) | 2% | -4% | -18% | -7% | -3% | -3 | -18% | 16% | 3% |
| COc1cc(C(C#N)N2CCCCC2)ccc1O (centres undefined) | 12% | 8% | -1% | -15% | -12% | 14 | ? | -25% | 1% |
| CC(=O)OCN(C#N)c1nc(N(C)C)nc(N(C)C)n1 | 4% | 0% | 5% | -8% | -14% | -2 | 0% | -14% | 1% |
| Cc1ccc(-n2nnc(-c3cccnc3Cl)n2)cc1 | 2% | -3% | 3% | -19% | -7% | -5 | ? | -4% | 0% |
| O=S(=O)(N/N=C/c1ccc2c(c1)OCCO2)c1ccc(Cl)cc1 | 19% | 2% | 0% | -4% | -21% | -2 | ? | -8% | -5% |
| CCc1ccccc1NC(=O)C1CCN(C(=O)c2cccs2)CC1 | ? | 2% | -9% | -17% | -11% | -8 | -18% | -11% | 13% |
| Cc1ccc(NS(=O)(=O)c2ccc(NS(=O)(=O)c3cccs3)cc2)cc1 | -1% | 0% | -6% | -3% | ? | -6 | -27% | -2% | -2% |
| CCCS(=O)(=O)N1CCN(C(=O)COc2ccc(-c3ccccc3)cc2)CC1 | 14% | -8% | -9% | 5% | -1% | -10 | 0% | -39%[56.9 µM] | 13% |
| CCOC(=O)c1cc(-c2ccccc2)n(CC(=O)Nc2ccc(OC)cc2OC)c1C | 1% | 0% | -2%[60.1 µM] | -4% | 37% | 6 | -3% | 4% | / |
| COc1ccc2oc(C(=O)NCc3ccccc3CN3CCCC3)c(C)c2c1 | / | 0% | 0% | 1% | / | -4 | 0% | -1% | -1% |
| CC(=O)Nc1sc2c(c1C#N)CC(C)(C)NC2(C)C | 9% | 9% | -2% | -4% | -17% | -5 | 1% | 8% | -10% |

Only part of the results is shown; rates above refer to the full screens.
